EP2 modulator – EP2 receptor (human) modulation; P43116; EP2-expressing cells, cAMP HTRF FRET, PGE2 co-stimulation; AID 940; induction, % at 25 µM; 260,000 tested, 0.83% active;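 active means compounds whose cAMP rise, as percent of the full-agonist control response, exceeds 60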;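 further: rat C6 glioma line stably carrying human EP2 under a CMV promoter; the protocol text gives 20 µM as final concentration; 100% = response of wells given 1 µM PGE2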
Target sequence (P43116 whole entry, looked up): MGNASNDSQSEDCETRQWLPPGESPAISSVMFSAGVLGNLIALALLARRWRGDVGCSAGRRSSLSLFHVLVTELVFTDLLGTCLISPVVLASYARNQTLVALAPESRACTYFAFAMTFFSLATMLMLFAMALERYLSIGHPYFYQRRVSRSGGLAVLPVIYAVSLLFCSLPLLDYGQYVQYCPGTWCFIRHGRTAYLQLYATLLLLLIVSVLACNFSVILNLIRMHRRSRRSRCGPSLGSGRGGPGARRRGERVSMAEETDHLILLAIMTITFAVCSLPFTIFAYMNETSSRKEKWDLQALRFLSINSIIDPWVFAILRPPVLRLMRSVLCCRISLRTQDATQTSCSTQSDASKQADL
Starred values were filed as active, the others as inactive. Only part of the results is shown; rates above refer to the full screens.

SMILES	EP2 modulator
CC(=O)Nc1ccc(C(=O)CSc2nnc3c4c5c(sc4nc(C4CC4)n23)CCCC5)cc1	22
Cc1cccc2cc(C#N)c(SCC(=O)Nc3ccc(N4CCOCC4)cc3)nc12	4
Oc1ccc2c(c1)C(O)CC1(CCN(CC(O)c3ccc4c(c3)CCC4)CC1)O2 (stereo not drawn)	-27
Cc1ccc(-c2cc(C(=O)N3CCCC3c3nc4ccccc4[nH]3)n[nH]2)o1 (stereo not drawn)	-30
CCCc1c(O)nc(SCC(=O)NC(C)(C)C)[nH]c1=O	16
Cc1nc(-c2ccccc2)c(CC(=O)NC(c2ccccc2)c2cccnc2)s1 (stereo not drawn)	-13
C#CCOc1ccc(-c2nc3cnccn3c2NCc2ccc3c(c2)OCO3)cc1OC	-143
C[C@H](Cn1nnc2ccccc21)NC(=O)c1ccc(=O)[nH]c1	-7
Cc1ccc(O)c(CN(CCCn2ccnc2)Cc2ccccc2C)c1	4
O=C(NC1CCN(S(=O)(=O)c2ccccc2C(F)(F)F)CC1)c1ccco1	-3
CCC(OC(=O)c1cc2occc2n1C)C(=O)NCc1ccc2c(c1)OCO2 (stereo not drawn)	-49
Cc1cc2nc(C3CCCCN3C(=O)c3cnn(C(C)C)c3)[nH]c2cc1C (stereo not drawn)	-47
NNC(=O)CS(=O)(=O)Nc1ncccn1	11
Cc1ccc(OCCCn2cnc3ccccc32)cc1	-34
COc1ccc2cc(C)c3nn(CC(=O)NCc4cccs4)c(=O)n3c2c1	19
COc1cccc(C2(O)CCN(CCNC(=O)Cc3cccc(C)c3)CC2)c1	-4
CCOc1cccc(C2C(C(=O)c3ccco3)=C(O)C(=O)N2CCN2CCOCC2)c1 (stereo not drawn)	-18
Cc1cc(C)c2c(NCc3cccc4cccnc34)n[nH]c2n1	-16
CC(C)N(C(=O)CSc1nc2ccccc2n1CC(=O)N1C(C)CCCC1C)C(C)C (stereo not drawn)	16
COc1ccc(Cl)cc1NC(=O)CSc1nnc2c(n1)[nH]c1ccccc12	-35
CCC(c1nnnn1Cc1cccs1)N1CCN(c2ccccc2)CC1 (stereo not drawn)	-7
C=CCn1c(=O)/c(=C2/Sc3ccccc3N2C)s/c1=C1\C(=O)N(C)C(=S)N1C	9
CC(C)(C)OC(=O)N1CC=C2C(C#N)=C(N)C(C#N)(C#N)C(c3ccc(F)c(F)c3)C2C1 (stereo not drawn)	-19
COc1nc(-c2ccc(C)cc2)ccc1-c1noc(-c2ccncc2)n1	-9
CC(C)(CO)NC(=O)C1CC(c2ccc(Cl)cc2)=NO1 (stereo not drawn)	-19
CC1(C)C(=O)C=C[C@@]2(C)C1CC(=O)[C@]1(C)C2CC[C@@]2(C)[C@H](c3ccoc3)OC(=O)[C@H]3O[C@]321 (stereo partly drawn)	-24
CCOc1ccc(C2C(C(C)=O)=C(O)C(=O)N2CC(=O)OC)cc1 (stereo not drawn)	-1
Cc1ccc(NC(=O)Cc2nnc(SCC(=O)Nc3nccs3)n2C)cc1	-22
CCCC(c1nnnn1Cc1ccco1)N(Cc1cc2cc(C)ccc2[nH]c1=O)C1CCCCC1 (stereo not drawn)	52
O=C(Cn1c(=O)n(Cc2cccs2)c2ncccc21)NC1CCCC1	-15
CCC(=O)N1CCCc2cc(C(O)CN3CCC(OCc4ccccc4)CC3)ccc21 (stereo not drawn)	-41
O=C(c1cccs1)N1CCC[C@@H]1Cn1nc(-c2cccs2)ccc1=O	-18
O=C(CNC(=O)c1cccs1)NCC(=O)OCc1ccc2ccccc2c1	-74
O=C(NCCNS(=O)(=O)c1ccc2ccccc2c1)c1cccs1	10
CCc1nn(CC(=O)Nc2ccncc2)c(=O)c2cc3occc3n12	-15
CCn1c(NN)nc2c1c(=O)[nH]c(=O)n2C	-11
CCC(C)(C)NC(=O)CSc1nc2ccccc2n1CC(=O)NC(C)C	-29
COc1ccccc1C1(O)CCCN(CC(O)c2ccc3c(c2)CCO3)C1 (stereo not drawn)	-52
Nc1ccc(C(=O)O)cc1	3
COCCCN1C(=O)C(O)=C(C(=O)c2ccco2)C1c1ccc(O)c(OC)c1 (stereo not drawn)	7
COc1ccc(CNC(=O)Cn2nc3c4ccccc4ncn3c2=O)cc1	-40
Cc1nc2c(c(=O)[nH]1)CCN(Cc1cn[nH]c1-c1cccs1)C2	-10
O=c1[nH]c2cc3c(cc2cc1C(c1nnnn1C1CCCCC1)N1CCCCC1)OCCO3 (stereo not drawn)	-3
CCc1cccc(C)c1NC(=O)COC(=O)C1CC(=O)N(c2ccc(OC(C)C)cc2)C1 (stereo not drawn)	-6
CCOc1ccccc1C(=O)Nc1nc2c(s1)C(=O)CC(C)(C)C2	-22
CC(=O)Nc1ccc(NC(=O)CSc2nnc(-c3cccnc3)n2C)cc1	3
Cc1ccc(CNc2nc3c(c(=O)[nH]c(=O)n3C)n2CCO)cc1	-13
CC(CCC(=O)Nc1nccs1)C(=O)O (stereo not drawn)	6
Cc1ccccc1C(=O)N(Cc1cc2cccc(C)c2n2nnnc12)C1CCCC1	2
COc1ccc(CN2CCC(O)(c3ccc(F)cc3)CC2)cc1CO	-22
CC[n+]1c(C)n(CCCS(=O)(=O)[O-])c2cc(-c3ccccc3)ccc21	-7
COc1ccc(C2(NC(=O)CCn3ccnc3C(C)C)CCCCC2)cc1	-18
C#CC(=O)N(c1cnc2ccccc2c1)C(C(=O)NC1CCCCC1)c1ccc(F)cc1 (stereo not drawn)	-78
CCn1c2cc(C)sc2c2cnn(CC(=O)NC3CCCCC3C)c(=O)c21 (stereo not drawn)	-26
C=CCn1c(SCC(=O)Nc2ccc(OC)cc2)nc2sc(C)cc2c1=O	-110
Cc1ccc(S(=O)(=O)N2CCCC(C(=O)NC3CCCC3)C2)cc1 (stereo not drawn)	-11
CN(C)S(=O)(=O)c1ccc(S(=O)(=O)N2CCN(c3ccccc3F)CC2)cc1	11
CCN(CC)C(=O)c1sc(NC(=O)c2ccc3c(c2)OCO3)c(C(=O)OC)c1C	3
O=C1c2cccc3cccc(c23)C(=O)N1CCc1cnc[nH]1	-31
CCCn1cnc2c(SCc3ccc(Cl)cc3)nc(N)nc21	36
Continued:
SMILES	EP2 modulator
Cc1nc(SCC(=O)N(C(C)C)C(C)C)c2c(C)c(C)sc2n1	-4
CC1CCCCN1C(=O)Cn1c(=O)n(C)c2ncccc21 (stereo not drawn)	3
CCOC(=O)Cn1nnnc1CN(Cc1ccco1)Cc1cc2cc(C)ccc2[nH]c1=O	-69
O=c1[nH]c(N2CCCC2)nc2c1CCN(Cc1ccc(F)c(F)c1)C2	-2
CCCC(c1nnnn1CCc1ccccc1)N(Cc1cc2cccc(C)c2[nH]c1=O)C1CCCC1 (stereo not drawn)	43
Cc1ccc(S(=O)(=O)O[C@H]2C[C@@H](C(C)(C)C)CC[C@@H]2c2ccccc2)cc1	32
COc1ccc2cc(CN(Cc3ccc(Cl)cc3)C(=O)Nc3ccccc3OC)c(=O)[nH]c2c1	-38
N=C(N)SCCN1CCCCC1	22
C=CCn1c2cc(C)oc2c2cnn(CC(=O)NC3CC3)c(=O)c21	-37
COCCn1c2ccccc2n2c(=O)n(CC(=O)N3CC(C)CC(C)C3)nc12 (stereo not drawn)	-25
Cc1ccc2nc3c(cc2c1)CN(Cc1ccc2c(c1)OCO2)C(=O)C(C)O3 (stereo not drawn)	-96
Cc1cccc(-n2c(-c3ccco3)nn(CC(=O)N3CCc4ccccc43)c2=O)n1	-25
CS(=O)(=O)N1CCc2cc(C(=O)N3CCC4(CC3)NC(=O)c3ccccc3O4)ccc21	-42
CCC(CN1CCCCC1)NC(=O)Cc1sc(C)nc1-c1ccc(C)cc1 (stereo not drawn)	-10
COCCn1c(SCC(=O)Nc2ccc(NC(C)=O)cc2)nc2ccccc2c1=O	-5
CCCc1nc(SCC(=O)NC(C)(C)CC)c2ccccc2n1	25
O=C(O)C/C=C/CC(=O)O	29
COc1ccc(C2(NC(=O)c3cc(C(C)(C)C)nn3C)CCCCC2)cc1	4
CCOc1ccc(/C=C2/SC(=O)NC2=O)c(OCC)c1	-37
CCOC(=O)C1=C(N)Oc2cc(C)oc(=O)c2C1c1cccc(C(F)(F)F)c1 (stereo not drawn)	40
CC(=O)Nc1ccc2nc(NC(=O)c3ccc4ccccc4c3)sc2c1	-44
O=C(Nc1ncc(C(F)(F)F)cc1Cl)c1cccc(I)c1	-8
NS(=O)(=O)c1ccc(NC(=O)COc2ccc(S(=O)(=O)N3CCCC3)cc2)cc1	-21
CC(C)n1cc(/C=C\c2nc(O)c([N+](=O)[O-])c(=O)[nH]2)c2ccccc21	20
Cc1oc2ccccc2[n+]1CCCS(=O)(=O)[O-]	-33
COc1ccc(C[C@H](N)C(=O)N[C@@H]2[C@@H](CO)OC(n3cnc4c(N(C)C)ncnc43)[C@@H]2O)cc1 (stereo partly drawn)	7
CCOc1ccc2[nH]c(=O)c(C(c3nnnn3C3CCCC3)N3CCC(C)CC3)cc2c1 (stereo not drawn)	16
CCn1c2cc(C)sc2c2cnn(CC(=O)N(C)C)c(=O)c21	-37
COc1ccc(C2(NCc3ccc(OC)c(Cn4nc(C)cc4C)c3)CC2)cc1	16
CN(Cc1cc(=O)[nH]c2ccccc12)C(=O)c1cnn(-c2ccc(F)cc2)c1	-35
Cc1c(C(=O)N2CCC(C(=O)c3cccnc3)CC2)oc2ccccc12	-59
CCN(CC)C(=O)Cn1nc2c3ccccc3nc(C(C)C)n2c1=O	6
O=C(c1c(F)cccc1F)N1CCC(Cn2nc(-c3ccccc3)ccc2=O)CC1	2
O=C(CN(C(=O)CCC(=O)Nc1ccccn1)C1CCCCC1)NCc1ccc(F)cc1	-32
CC(C)(C)NC(=O)CSc1nc(-c2ccccc2)nc2nc[nH]c12	-39
CCOc1ccc(C(=O)Nc2nncs2)cc1	-4
CCn1c(SCC(=O)Nc2cccc(OC)c2)nnc1-c1cccs1	-87
CC1CCN(C(=O)CS(=O)(=O)Cc2ccccc2)CC1	11
COc1ccc2[nH]c(=O)c(CN(Cc3cccnc3)S(=O)(=O)c3ccc4c(c3)OCCO4)cc2c1	-64
CCN1c2ncccc2C(=O)NC12CCN(C(=O)c1cccc3c1C(=O)N(C)C3)CC2	-5
COCCN1C(=O)C(O)=C(C(=O)c2ccco2)C1c1ccc(C(C)(C)C)cc1 (stereo not drawn)	-2
CN(C)CCCNC(=O)C(=O)NCc1ccc2c(c1)OCO2	-6
CC(C)c1nnc(NC(=O)Cc2cccc3ccccc23)s1	29
COCCNC(=O)C(OC(=O)c1cc2sccc2n1C)c1ccncc1 (stereo not drawn)	-27
CCOc1cc2c(cc1CN1CCC(NC(C)=O)(c3ccccc3F)CC1)OCO2	-18
CCc1cccc2ccc(S(=O)(=O)N3CCOCC3)c(CC)c12	11
COc1ccc(Cn2nnnc2C(c2cc3cc(OC)ccc3[nH]c2=O)N2CCCC2)cc1 (stereo not drawn)	-2
CC(=O)c1ccc(NC(=O)CSc2nc3c(C)c(C)ccc3cc2C#N)cc1	36
Nc1nnc(CC(=O)N2CCCC2)s1	-14
O=C(CSc1nnc2n(Cc3ccccc3)c3ccccc3n12)N1CCCc2ccccc21	-15
O=C(Nc1ccccc1O)c1ccccn1	3
COc1ccc2[nH]c(=O)c(C(c3nnnn3C3CCCCC3)N3CCCc4ccccc43)cc2c1 (stereo not drawn)	51
O=S(=O)(c1ccc(Nc2ccc(-c3ccccc3)nn2)cc1)N1CCCC1	-18
Cc1cc2c(cc(C(=O)OC(C(=O)NC3CCCC3)c3ccccn3)n2C)s1 (stereo not drawn)	-26
CCCn1c(=O)[nH]c2c(C(N)=O)nc(-c3cccc(OC)c3)nc21	-12
CC1(C)Cc2nc3sc(C(=O)NN)c(N)c3cc2CO1	-45
CCC(C)(C)NC(=O)C(c1cccnc1)N(C(=O)Cn1nnc2ccccc21)c1ccccc1F (stereo not drawn)	-9
COC(=O)CSc1cc(C)c2ccccc2n1	26
OC(CN1CCC(O)(c2ccc(F)cc2)CC1)c1ccc(Cl)cc1 (stereo not drawn)	-104
O=C(/C=C/c1ccccc1)NC(=S)Nc1ccc(S(=O)(=O)Nc2cscn2)cc1	-157
C[C@@H]1CCCN(CP(=O)(c2ccccc2)c2ccccc2)C1	9
CCOCCCNC(=S)N1CCC(NC(=O)c2ccc(C)cc2)CC1	-56
CCc1cc(NCCN2CCOCC2)n2nc3nc(C)cc(C)c3c2n1	3

Among those listed so far, these have fluorine.
SMILES	EP2 modulator
O=C(NC1CCN(S(=O)(=O)c2ccccc2C(F)(F)F)CC1)c1ccco1	-3
CC(C)(C)OC(=O)N1CC=C2C(C#N)=C(N)C(C#N)(C#N)C(c3ccc(F)c(F)c3)C2C1 (stereo not drawn)	-19
COc1ccc(CN2CCC(O)(c3ccc(F)cc3)CC2)cc1CO	-22
C#CC(=O)N(c1cnc2ccccc2c1)C(C(=O)NC1CCCCC1)c1ccc(F)cc1 (stereo not drawn)	-78
CN(C)S(=O)(=O)c1ccc(S(=O)(=O)N2CCN(c3ccccc3F)CC2)cc1	11
O=c1[nH]c(N2CCCC2)nc2c1CCN(Cc1ccc(F)c(F)c1)C2	-2
CCOC(=O)C1=C(N)Oc2cc(C)oc(=O)c2C1c1cccc(C(F)(F)F)c1 (stereo not drawn)	40
O=C(Nc1ncc(C(F)(F)F)cc1Cl)c1cccc(I)c1	-8
CN(Cc1cc(=O)[nH]c2ccccc12)C(=O)c1cnn(-c2ccc(F)cc2)c1	-35
O=C(c1c(F)cccc1F)N1CCC(Cn2nc(-c3ccccc3)ccc2=O)CC1	2
O=C(CN(C(=O)CCC(=O)Nc1ccccn1)C1CCCCC1)NCc1ccc(F)cc1	-32
CCOc1cc2c(cc1CN1CCC(NC(C)=O)(c3ccccc3F)CC1)OCO2	-18
CCC(C)(C)NC(=O)C(c1cccnc1)N(C(=O)Cn1nnc2ccccc21)c1ccccc1F (stereo not drawn)	-9
OC(CN1CCC(O)(c2ccc(F)cc2)CC1)c1ccc(Cl)cc1 (stereo not drawn)	-104
